High-throughput results from PubChem BioAssay.
GPR35 antagonists = inhibition of zaprinast-stimulated GPR35 beta-arrestin translocation – imaging, U2OS, beta-arrestin-GFP, zaprinast agonist, primary screen (AID 2058); U2OS GPR35 beta-arrestin-GFP translocation imaging, zaprinast antagonism; higher % means a stronger effect; inhibition, % at 10 µM, or IC50 in µM where a hit was titrated; actives 0.052% (n = 290,000);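 active = inhibition of at least 50% with at least 30 cells and total cytoplasm GFP at most 10,000,000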
KOR beta-arrestin-1 = kappa opioid receptor blockers – cell-based, luminescence, uHTS (AID 1778). KOR beta-arrestin recruitment, luminescence, antagonist mode; higher % means a stronger effect. actives 0.091% (n = 290,000). one-dose inhibition, % at 10 µM; IC50 in µM for titrated hits; in the data active = inhibition above about 50%; note: strong numbers were not always called active
KOR beta-arrestin-2 = KOR agonists, beta-arrestin recruitment, primary screen, cell-based, luminescence, uHTS (AID 1777). KOR beta-arrestin recruitment, luminescence; higher % means a stronger effect. actives 0.02% (n = 280,000). activation, % at 10 µM, or EC50 in µM where a hit was titrated; in the data active = activation above about 50%, passing the limit was not always enough; note: a part of the inactive calls stands beside numbers as strong as those of hits
GPR55 beta-arrestin = selective activators of receptor GPR55 – imaging, U2OS cells, beta-arrestin-GFP redistribution, primary screen (AID 1961). activation, % at 10 µM; hits with a dose series show EC50 in µM. U2OS GPR55 beta-arrestin-GFP redistribution imaging; higher % means a stronger effect. actives 0.048% (n = 290,000);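 active = activation above 40% with more than 50 cells counted in the well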;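 note: U2OS osteosarcoma cells stably expressing GPR55 and beta-arrestin-GFP; plate controls were DMSO negative control for no effect and LPI positive control for full effect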
AID2073 = inhibitors of Mint1-CaV2.2 protein interaction, biochemical, HTRF (AID 2073) | actives 0.19% (n = 290,000) | inhibition, % at 20 µM, or IC50 in µM where a hit was titrated | HTRF protein-protein interaction, Mint1-CaV2.2; higher % means a stronger effect; in the data active = inhibition mostly above about 51%, no sharp cut-off; note: some results filed as inactive read as strong as hits
HIV fusion peptide = inhibitors of HIV fusion peptide binding, primary screen, biochemical, uHTS, fluorescence dequenching (AID 1986). cell-free peptide binding, fluorescence dequenching, 30 min; higher % means a stronger effect. inhibition, % at 20 µM; hits with a dose series show IC50 in µM. actives 0.3% (n = 290,000); in the data active = inhibition mostly above about 52%, no sharp cut-off; inactive = mostly below about 76%; note: some results filed as inactive read as strong as hits
GPR55 LPI antagonism = inhibition of LPI-stimulated GPR55 beta-arrestin translocation – imaging, U2OS, beta-arrestin-GFP, LPI agonist, primary screen (AID 2013) | U2OS GPR55 beta-arrestin-GFP translocation imaging, LPI antagonism; higher % means a stronger effect | inhibition, % at 10 µM; hits with a dose series show IC50 in µM | actives 0.13% (n = 290,000);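 active = spots per cell inhibited over 60%, with over 100 cells counted and total cytoplasm intensity under 500,000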;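 note: U2OS cells stably carrying GPR55 and arrestin-GFP stimulated by 5 µM LPI near EC80; imaged beta-arrestin-GFP aggregate spots per cell after agonist stimulation; plate controls were LPI-stimulated DMSO wells for no effect and DMSO wells without LPI for full effect; some results filed as inactive read as strong as hits; confirmed hits need IC50 under 10 µM and bright autofluorescent wells are also inconclusive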
Siah-1 displacement = Siah-1 peptide-binding antagonists, primary screen, biochemical, fluorescence polarization, rhodamine-plectin, uHTS (AID 1817). actives 0.02% (n = 290,000). Siah-1 / rhodamine-plectin peptide fluorescence polarization; higher % means a stronger effect. displacement, % at 20 µM, or IC50 in µM where a hit was titrated;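 active = displacement of at least 50% at 20 µM, with a fluorescence ratio check between 0.3 and a set limit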;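 note: plate controls were Siah plus tracer with DMSO for no effect and tracer alone without Siah for full effect; strong numbers were not always called active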
NOD1 inhibition = NOD1 signaling inhibitors, primary screen, cell-based, luminescence, uHTS (AID 1578). NOD1-driven NF-kB luciferase reporter cells, luminescence; higher % means a stronger effect. inhibition, % at 4 µM; hits with a dose series show EC50 in µM. actives 1% (n = 290,000); in the data active = inhibition mostly above about 36%, no sharp cut-off; inactive = mostly below about 34%;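 note: HEK-293T reporter cells stimulated with the NOD1 agonist gamma-tri-DAP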
Active calls of the source: *; · = not tested or not shown; [ ] = remark or other dose. Not all compounds are listed; count on the stated rates, not on these rows.

SMILES	GPR35 antagonists	KOR beta-arrestin-1	KOR beta-arrestin-2	GPR55 beta-arrestin	AID2073	HIV fusion peptide	GPR55 LPI antagonism	Siah-1 displacement	NOD1 inhibition
NC(=O)CSc1nnc(-c2ccc(S(=O)(=O)N3CCCCC3)cc2)n1-c1ccccc1	28%	3%	-12%	0.0%	11%	5.2%	0%	0%	-9%
CCOc1ccccc1NC(=O)CSc1nnnn1C1CCCC1	9%	18%	-0.8%	-0.2%	3%	-0.1%	1%	0%	-4%
COc1cc(SC)ccc1C(=O)Nc1ncc(C)s1	-16%	-20%	-3.7%	-0.4%	11%	-0.3%	-6%	18%	83%*
CCOC(=O)N1CCN(C(=O)C2CCCN(S(=O)(=O)c3ccc(OCC)cc3)C2)CC1 (configuration not stated)	-6%	14%	-0.6%	0.6%	0%	0.6%	11%	8%	-8%
O=C(C1COc2ccccc2O1)N1CCOCC1 (configuration not stated)	-16%	-17%	-0.2%	0.3%	0%	-0.5%	-8%	0%	-4%
COc1ccccc1CCNC(=O)c1cc(COc2cccc(C(F)(F)F)c2)on1	51%	-27%	-0.5%	-0.1%	7%	1.7%	6%	-2%	14%
Cc1ccc(C)c(NC(=S)N(Cc2ccc(Cl)cc2)Cc2ccc(C(=O)O)cc2)c1	-11%	-16%	-0.2%	-1.2%	-2%	21%	-9%	-7%	15%
N#Cc1cccc(NC(=O)CSc2ccc3c4c(cccc24)C(=O)c2ccccc2-3)c1	27%	-46%	-3.3%	0.0%	25%	74%*	12%	-10%	-101%
CCCCCN1C=CC=C/C1=C\C=C(C#N)C#N	0%	41%	-7.3%	-0.1%	2%	-0.5%	13%	-9%	1%
CCC(C)C(NC(N)=O)C(=O)Nc1ccc(C)c(Cl)c1 (configuration not stated)	-8%	-21%	1.0%	-0.1%	0%	-2.1%	-4%	-3%	-12%
COc1ccc(-c2ccc3ccccc3n2)cc1OC	-9%	5%[20 µM]	1.7%	-0.1%	20%	-0.2%	5%	-2%	-47%
CCOC(=O)CN(Cc1sccc1C)C(=O)Nc1cccc(OC)c1	-6%	9%	2.2%	0.3%	-1%	1.9%	10%	8%	-17%
COc1ccccc1CNC(=O)c1cc(-c2cccnc2)nc2ccccc12	-14%	-26%	1.8%	-0.3%	2%	0.6%	15%	8%	-19%
COCCCNc1nnc(Cc2ccccc2)c2ccccc12	-9%	6%	-2.3%	-0.3%	1%	-2.0%	6%	18%	-9%
CN1CCN(c2ncnc3c2cnn3-c2ccc(Cl)cc2)CC1	4%	7%	-6.0%	-0.2%	2%	1.5%	6%	-1%	-14%
O=C1Nc2ccc(S(=O)(=O)N(CCO)CCO)c3cccc1c23	-2%	-6%	6.0%	-0.2%	44%	0.1%	-16%	20%	-10%
CCCCC(=O)OCC(=O)c1cc(C)n(-c2c(C)n(C)n(-c3ccccc3)c2=O)c1C	-4%	6%	-7.1%	-0.2%	-6%	-0.7%	6%	-3%	-16%
O=C(CCNS(=O)(=O)c1ccc2c(c1)CCC(=O)N2)Nc1ccc(F)c(F)c1	0%	-48%	-5.3%	-0.1%	7%	0.2%	6%	0%	-25%
Cc1ccccc1OCC(=O)Nc1ccc(N2CCN(S(C)(=O)=O)CC2)cc1	-4%	-13%	3.5%	-0.1%	17%	-0.7%	-11%	4%	-24%
Cc1ccccc1C(=O)N/N=C/c1ccccn1	-8%	12%	5.9%	1.0%	3%	0.1%	-8%	-2%	-27%
CCCOC(=O)c1sc2nc3c(cc2c1N)C(=O)CCC3	-7%	12%	-1.7%	0.3%	-12%	0.7%	6%	0%	-34%
O=C(CSc1ccc2nnc(-c3cccnc3)n2n1)NCc1ccco1	-14%	8%	3.6%	-0.1%	1%	-1.2%	6%	-6%	-2%
O=C(N/N=C/c1ccc(Cl)cc1)c1sccc1OCc1ccc(F)cc1	11%	-4%	1.6%	0.8%	4%	-1.9%	3%	2%	-26%
Cc1ccc(NC(=O)C2CCN(C(=O)NCc3ccccc3)CC2)cc1C	4%	-10%	-0.4%	0.0%	0%	0.6%	11%	11%	-18%
CCCn1nnnc1NC(=O)COc1ccc(Cl)cc1C	2%	4%	-3.0%	0.0%	4%	2.6%	29%	0%	3%
O=C(Nc1ccccc1F)c1ccccc1-c1ccccc1	6%	26%	-7.2%	-0.1%	0%	0.0%	0%	4%	-11%
COc1ccc(CCN(C)C(=O)c2c(C)nn(-c3ccccc3)c2C)cc1OC	6%	-13%	1.7%	0.3%	10%	0.6%	-3%	0%	-8%
S=C(NCCc1ccccn1)NC1CC2CCC1C2 (configuration not stated)	8%	9%	-0.1%	-0.3%	-6%	-1.3%	4%	1%	-15%
CCOC(=O)c1c(-c2ccc(OC)cc2)csc1NC(=O)CCN1C(=O)c2ccccc2C1=O	-8%	25%	-2.3%	-0.1%	-17%	2.6%	22%	-2%	19%
CN(C(=O)CN1C(=O)C2C3CC(C(Br)C3Br)C2C1=O)C1CCCCC1 (configuration not stated)	-7%	-6%	-2.8%	-0.1%	7%	-0.9%	5%	5%	-28%

Shown with two lines to a compound: entries from further up.
Value order: GPR35 antagonists	KOR beta-arrestin-1	KOR beta-arrestin-2	GPR55 beta-arrestin	AID2073	HIV fusion peptide	GPR55 LPI antagonism	Siah-1 displacement	NOD1 inhibition
> Cc1ccccc1C(=O)N/N=C/c1ccccn1
  -8%	12%	5.9%	1.0%	3%	0.1%	-8%	-2%	-27%
> CCCOC(=O)c1sc2nc3c(cc2c1N)C(=O)CCC3
  -7%	12%	-1.7%	0.3%	-12%	0.7%	6%	0%	-34%
> O=C(CSc1ccc2nnc(-c3cccnc3)n2n1)NCc1ccco1
  -14%	8%	3.6%	-0.1%	1%	-1.2%	6%	-6%	-2%
> O=C(N/N=C/c1ccc(Cl)cc1)c1sccc1OCc1ccc(F)cc1
  11%	-4%	1.6%	0.8%	4%	-1.9%	3%	2%	-26%
> Cc1ccc(NC(=O)C2CCN(C(=O)NCc3ccccc3)CC2)cc1C
  4%	-10%	-0.4%	0.0%	0%	0.6%	11%	11%	-18%
> CCCn1nnnc1NC(=O)COc1ccc(Cl)cc1C
  2%	4%	-3.0%	0.0%	4%	2.6%	29%	0%	3%
> O=C(Nc1ccccc1F)c1ccccc1-c1ccccc1
  6%	26%	-7.2%	-0.1%	0%	0.0%	0%	4%	-11%
> COc1ccc(CCN(C)C(=O)c2c(C)nn(-c3ccccc3)c2C)cc1OC
  6%	-13%	1.7%	0.3%	10%	0.6%	-3%	0%	-8%
> S=C(NCCc1ccccn1)NC1CC2CCC1C2 (configuration not stated)
  8%	9%	-0.1%	-0.3%	-6%	-1.3%	4%	1%	-15%
> CCOC(=O)c1c(-c2ccc(OC)cc2)csc1NC(=O)CCN1C(=O)c2ccccc2C1=O
  -8%	25%	-2.3%	-0.1%	-17%	2.6%	22%	-2%	19%
> CN(C(=O)CN1C(=O)C2C3CC(C(Br)C3Br)C2C1=O)C1CCCCC1 (configuration not stated)
  -7%	-6%	-2.8%	-0.1%	7%	-0.9%	5%	5%	-28%

(more compounds)
SMILES	GPR35 antagonists	KOR beta-arrestin-1	KOR beta-arrestin-2	GPR55 beta-arrestin	AID2073	HIV fusion peptide	GPR55 LPI antagonism	Siah-1 displacement	NOD1 inhibition
O=S(=O)(/N=C(/Nc1ccccc1F)c1ccccc1)c1ccccc1	8%	5%	-9.6%	-0.1%	-2%	-1.0%	4%	5%	14%
CC(C)OC(=O)CCC/C=C\C[C@@H]1[C@@H](CC[C@@H](O)CCc2ccccc2)[C@H](O)C[C@@H]1O	-15%	1%	0.0%	-0.5%	-13%	0.1%	-4%	-2%	-9%
O=C(NCc1ccco1)C1CCCN(S(=O)(=O)c2cnc[nH]2)C1 (configuration not stated)	3%	6%	-2.5%	0.2%	10%	-1.4%	-6%	3%	-22%
Cc1[nH]n(-c2ccccc2)c(=O)c1C=Nc1ccc(S(=O)(=O)Nc2nccs2)cc1	-3%	38%	-4.0%	-0.4%	0%	5.0%	4%	4%	-11%
Cc1ccc(/C=C(\NC(=O)c2ccc(C)cc2)c2nc(=S)[nH][nH]2)cc1	0%	-36%	4.1%	-0.1%	-5%	2.5%	-1%	-1%	-3%
O=C(CN1C(=O)CCC1=O)NCC12CC3CC(CC(C3)C1)C2	-9%	-63%	5.6%	-0.2%	-8%	-3.4%	15%	1%	27%
Cc1ccc(C(=O)CC2(O)C(=O)N(C)c3ccccc32)o1 (configuration not stated)	14%	-38%	7.4%	0.3%	2%	0.4%	-1%	1%	5%
Cc1cc(N2CCOCC2)nc2ccc(NC(=S)N3CCN(Cc4ccccc4)CC3)cc12	-7%	-6%	1.4%	-0.3%	-4%	-2.0%	6%	-10%	-7%
N#Cc1ccc(OCC(=O)NCC2(N3CCCCC3)CCCCC2)cc1	2%	3%	1.4%	-1.1%	6%	0.4%	1%	6%	-17%
[O-][n+]1onc2c1CCc1nnc(-c3ccccc3)cc1-2	9%	-4%	-0.3%	0.4%	2%	-0.5%	11%	-5%	22%
CC1=CC2=NC(=O)CC(C)(C(=O)N(CC(=O)NC3CCCC3)c3cc(C)cc(C)c3)N2C=C1 (configuration not stated)	26%	-20%[20 µM]	-5.7%	0.2%	-2%	-1.8%	1%	0%	20%
Cc1cccn2c(=O)c3cc(C(=O)NCCN4CCOCC4)c(=N)n(CCCN4CCOCC4)c3nc12	10%	9%	-2.4%	-0.1%	5%	2.1%	-5%	-5%	18%
CCCCCc1c2c(cc(O)c1C(=O)O)OC(=O)c1c(cc(OC)cc1C(=O)CCCC)O2	-5%	-30%	10%	-0.2%	29%	13µM*	9%	11%	-14%
Cc1cc(NC(=O)Cn2ccsc2=N)c([N+](=O)[O-])cc1C	-5%	15%	-3.1%	0.0%	-1%	-0.8%	7%	-2%	-51%
COc1ccccc1N(CC(=O)NCCSc1ccc(Cl)cc1)S(C)(=O)=O	-2%	13%[20 µM]	·	-0.1%	31%	-1.2%	9%	0%	-23%
CCOC(=O)c1sc2nc(-c3ccccc3)ccc2c1N	-10%	5%	2.7%	-0.3%	13%	3.8%	11%	4%	-20%
